# Compound activity as filed in PubChem.
# NR2F2 inh: NR2F2 (human) inhibition, primary screen; P24468; HEK293T NGFI-A luciferase reporter, luminescence; inhibition, % at 8.6 µM; 370,000 tested, 0.7% active;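 active = inhibition above a per-plate cutoff, mean inhibition of test wells between control levels plus 3 SD, cut at about 38% in these data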;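 also: cells cotransfected with COUP-TFII expression vector driving the NGFI-A reporter; 0% = median of COUP-TF2 test wells and 100% = reporter-only cells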
# Target sequence (P24468 whole entry, looked up): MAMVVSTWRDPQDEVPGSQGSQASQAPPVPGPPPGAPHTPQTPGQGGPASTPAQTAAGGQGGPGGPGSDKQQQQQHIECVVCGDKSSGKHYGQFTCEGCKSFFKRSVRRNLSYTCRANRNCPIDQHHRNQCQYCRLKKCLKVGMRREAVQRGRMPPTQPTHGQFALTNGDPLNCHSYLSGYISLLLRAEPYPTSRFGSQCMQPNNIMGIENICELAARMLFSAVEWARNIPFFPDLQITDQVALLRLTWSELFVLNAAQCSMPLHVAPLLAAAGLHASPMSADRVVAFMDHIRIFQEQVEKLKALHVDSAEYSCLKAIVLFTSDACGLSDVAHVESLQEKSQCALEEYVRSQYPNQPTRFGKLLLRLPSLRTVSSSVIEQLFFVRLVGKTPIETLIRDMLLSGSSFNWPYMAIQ
# LRH-1 inv ag: NR5A2 inverse agonism in reporter assay; O00482; HEK293T StAR-luciferase reporter, LRH-1 transfected, 24 h; inhibition, % at 3.6 µM; 360,000 tested, 0.13% active; AID 602396;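 active = inhibition above the mean inhibition of all tested compounds plus 3 SD, cut at about 73% in these data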;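 also: 0% = DMSO wells and 100% = reporter-only cells lacking LRH-1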
# Target sequence (O00482 whole entry, looked up): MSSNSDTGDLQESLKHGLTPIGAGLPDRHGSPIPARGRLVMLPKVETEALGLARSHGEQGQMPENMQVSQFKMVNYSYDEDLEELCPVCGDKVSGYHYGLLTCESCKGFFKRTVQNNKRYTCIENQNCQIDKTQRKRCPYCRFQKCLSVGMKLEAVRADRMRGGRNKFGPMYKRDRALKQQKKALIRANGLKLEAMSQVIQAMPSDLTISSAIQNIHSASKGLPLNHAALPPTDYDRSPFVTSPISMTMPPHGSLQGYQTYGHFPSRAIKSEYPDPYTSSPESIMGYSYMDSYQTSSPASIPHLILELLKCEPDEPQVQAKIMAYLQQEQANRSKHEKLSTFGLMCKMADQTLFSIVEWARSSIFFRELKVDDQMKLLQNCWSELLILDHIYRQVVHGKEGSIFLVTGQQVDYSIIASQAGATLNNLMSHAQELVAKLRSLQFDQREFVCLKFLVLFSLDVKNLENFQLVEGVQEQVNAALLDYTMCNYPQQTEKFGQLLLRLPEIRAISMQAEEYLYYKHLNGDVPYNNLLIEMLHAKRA
# SRC3 inh: inhibits human SRC3 coactivator; Q9Y6Q9; HEK293 GAL4-SRC3 luciferase reporter, luminescence; inhibition, % at 3.6 µM; 360,000 tested, 0.17% active; AID 588352;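 active = inhibition above a per-campaign cutoff, the mean of all compounds plus 3 SD, cut at about 60% in these data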;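 also: 0% = DMSO-treated cells and 100% = gossypol-treated cells at 36 µM; higher means less SRC3-driven luciferase light from the GAL4 reporter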
# TROY signal inh: inhibitors of TROY-dependent NF-kB signaling. 360,000 tested, 0.98% active. Q293 LMP1-TROYcd NF-kB luciferase reporter, 4 h. inhibition, % at 10 µM;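 active = compounds whose plate-normalised and pattern-corrected inhibition of the luciferase reporter signal at the single screening dose is 50% or more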
# CF NFkB block: inhibitors of cystic fibrosis induced NF-kB; 360,000 tested, 0.86% active; inhibition, % at 5 µM; KKLEB NF-kB-GFP reporter, PAF-induced, GFP fluorescence overnight;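 active = at least 50% inhibition at 5 µM, scaled per plate between neutral and stimulator controls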;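 also: PAF is a Pseudomonas aeruginosa culture filtrate used as stimulus; plate controls were PAF-stimulated DMSO wells for no effect and unstimulated DMSO wells for full effect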
# NCOA1 inh: inhibits human SRC1 coactivator; Q15788; inhibition, % at 3.6 µM; HEK293 GAL4-SRC1 luciferase reporter, luminescence; AID 588354; 360,000 tested, 0.12% active;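 active = inhibition above the campaign mean plus 3 SD, with each screening campaign given its own cutoff, cut at about 60% in these data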;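 also: 0% = DMSO treated cells and 100% = gossypol at 36 µM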
# TRAIL sens C8: caspase-8 TRAIL sensitization | NB7+C8 cells + TRAIL, ATPlite viability luminescence | inhibition (viability loss, TRAIL sensitization), % at 10 µM | 360,000 tested, 1% active | AID 624354;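 active = compounds causing at least 50% loss of cell viability in the single-dose screen, relative to plate controls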
# TWEAK-Fn14 inh: TWEAK-Fn14 signaling inhibition; TWEAK-stimulated Fn14 reporter cells, luciferase luminescence, 8 h; inhibition, % at 10 µM; 360,000 tested, 2% active; AID 1159606; in the data active = inhibition above about 50%
# KKLEB tox: reduces viability of KKLEB cystic fibrosis airway cells. AID 602141. KKLEB CF airway cells viability, ATPlite luminescence, overnight; hits give low values; cells stimulated with P. aeruginosa culture filtrate. 360,000 tested, 0.36% active. activity change (cytotoxicity), % at 5 µM;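 active = corrected activity change at or below -50% at 5 µM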
# EBV LMP1 NFkB: Epstein-Barr LMP1 NF-kappaB reporter inhibition | LMP1-induced NF-kappaB luciferase reporter cells, luminescence | inhibition, % at 12.5 µM | 350,000 tested, 0.69% active | AID 504558; in the data active = inhibition above about 41%;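 also: 0% = neutral control wells and 100% = reference inhibitor control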
# SRC2 inh: human SRC2 (NCOA2) inhibition; 370,000 tested, 0.17% active; Q15596; inhibition, % at 9 µM; HEK293 GAL4-SRC2 luciferase reporter, luminescence;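 active = inhibition above the mean inhibition of all tested compounds plus 3 SD, set per campaign, cut at about 52% in these data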;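 also: 0% = DMSO treated cells and 100% = cells given Gossypol at 36 µM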
# * hit, by the source's call; · = no result given.
SMILES,NR2F2 inh,LRH-1 inv ag,SRC3 inh,TROY signal inh,CF NFkB block,NCOA1 inh,TRAIL sens C8,TWEAK-Fn14 inh,KKLEB tox,EBV LMP1 NFkB,SRC2 inh
CC1(C)OC2CC3C4CCC5=CC(=O)CCC5(C)C4(F)C(O)CC3(C)C2(C(=O)CO)O1 (stereo unspecified),-22,-17,-71,27,96*,-10,3,-14,3,2,8
COc1cccc(NC(=O)C2C(c3ccccc3)C2(Cl)Cl)c1 (stereo unspecified),8,13,10,17,-7,9,4,-2,3,4,-4
COc1cc(Br)cc(/C=N/NC(=O)Cc2ccccc2)c1O,4,-8,16,-22,4,-20,11,-24,-3,8,9
O=C(Nc1ccc(F)cc1)c1ccccc1CC[N+](=O)[O-],9,-9,-12,5,-6,-9,-9,6,-2,1,-1
COc1cc(OC)c2c(c1)OC(c1ccc(OC)c(OC)c1)C(O)C2=O (stereo unspecified),-2,12,-4,-6,5,8,-1,-2,12,3,-13
CCN1CC(CN(C)Cc2nc(-c3ccco3)oc2C)CC1=O (stereo unspecified),13,-7,-9,0,0,6,-6,-12,5,-5,-7
CC(C)[C@H](N)C(=O)N[C@H]1CCC2C3CC=C4C[C@@H](O)CC[C@]4(C)C3CC[C@@]21C (stereo partly specified),-24,3,-1,-27,8,-2,14,-46,-72*,-26,-15
CCN(CC)CCCNC(=O)/C(=C\c1cccn1C)NC(=O)c1cccs1,0,12,5,9,-8,6,1,18,3,-8,-12
O=C(NCc1cccs1)C1CCC(=O)N(Cc2cccc(C(F)(F)F)c2)C1 (stereo unspecified),13,19,-5,3,-18,2,0,-3,19,-16,-13
CCOc1cc(Br)c(CC(=O)NC2CCCCCC2)cc1OCC,-21,11,7,-2,-24,11,1,23,10,-4,-4
COc1ccccc1NC(=O)c1cc2c(CO)cnc(C)c2oc1=Nc1cc(OC)c(OC)c(OC)c1,-9,-2,-7,-8,-5,9,-21,-16,16,8,13
Nc1nc2c(s1)C(=O)CC(c1ccccc1)C2 (stereo unspecified),8,-2,-6,-9,0,4,6,-1,5,7,-6
CC1SC(C)C(=O)N(CC(=O)Nc2ccc([N+](=O)[O-])cc2)C1=O (stereo unspecified),2,15,2,-5,2,-5,9,-12,1,-11,9
Cc1cccc2sc(N(CCCN(C)C)C(=O)c3cc4ccccc4oc3=O)nc12,5,-19,-27,-69,5,-24,2,-3,-3,-5,-17
CN(CC(=O)Nc1cccc(F)c1)C(=O)c1ccc2c(c1)NC(=O)CS2,-8,10,-10,-4,-20,2,12,4,11,0,-4

# Whole records as entered above.
# CC1SC(C)C(=O)N(CC(=O)Nc2ccc([N+](=O)[O-])cc2)C1=O (stereo unspecified) as listed: NR2F2 inh: 2; LRH-1 inv ag: 15; SRC3 inh: 2; TROY signal inh: -5; CF NFkB block: 2; NCOA1 inh: -5; TRAIL sens C8: 9; TWEAK-Fn14 inh: -12; KKLEB tox: 1; EBV LMP1 NFkB: -11; SRC2 inh: 9
# COc1ccccc1NC(=O)c1cc2c(CO)cnc(C)c2oc1=Nc1cc(OC)c(OC)c(OC)c1 as listed: NR2F2 inh: -9; LRH-1 inv ag: -2; SRC3 inh: -7; TROY signal inh: -8; CF NFkB block: -5; NCOA1 inh: 9; TRAIL sens C8: -21; TWEAK-Fn14 inh: -16; KKLEB tox: 16; EBV LMP1 NFkB: 8; SRC2 inh: 13

# (more compounds)
SMILES,NR2F2 inh,LRH-1 inv ag,SRC3 inh,TROY signal inh,CF NFkB block,NCOA1 inh,TRAIL sens C8,TWEAK-Fn14 inh,KKLEB tox,EBV LMP1 NFkB,SRC2 inh
COc1nc(-c2cccc([N+](=O)[O-])c2)nc2ccccc12,-11,-5,-6,-15,-43,4,1,-13,4,·,6
COc1ccc(CNC(=O)[C@@H]2CC=C[C@@H]3CCN(C4CC4)C(=O)[C@@H]32)cc1,-4,20,-11,-8,3,4,-1,8,-5,-2,-28
CCOC(=O)c1c(C)[nH]c(C)c1C(=O)CSc1nnc(-c2cc(OC)c(OC)c(OC)c2)o1,2,-8,-6,7,-11,3,-13,1,12,9,-13
CC1(C)CC(=O)C=C(c2ccc(OC(F)(F)F)cc2)C1,5,1,-12,0,-12,11,-26,-10,3,2,0
COc1cc2ccc(=O)oc2c(O)c1O,-11,10,-7,-4,-3,-18,3,-22,-5,-6,9
Clc1ccc(-c2nnc3sc(-c4ccc(Br)o4)nn23)cc1,0,-4,10,-15,-16,-9,31,-15,3,-17,0
CC(C)COc1cccc(C(=O)N(C)CC(=O)Nc2cccc3ccccc23)c1,18,-18,-15,-3,-19,1,-1,6,15,7,5
CCCCSc1nc2sc3c(c2c(=O)n1-c1ccc(C)cc1)CCN(C)C3,-10,11,-13,-12,-20,-4,5,-31,5,1,3
CCCCC(CC)C(=O)Nc1cc(C(=O)NCCC)ccc1N1CCC2(CC1)CC(c1cccc(Br)c1)=NO2 (stereo unspecified),-3,-17,-4,2,4,3,7,-10,-7,10,-34
COc1ccc(NC(=O)CSc2n[nH]c(N)n2)cc1OC,-4,3,-7,4,10,7,6,13,2,11,-10
CCOC(=O)c1[nH]c(C)c(CN(C(C)=O)c2ccc(OCC)cc2)c1C,1,10,2,0,6,-13,-6,-7,5,-5,12
O=S(=O)(NC1c2cccc3cccc(c23)C1N1CCN(CCO)CC1)c1ccccc1 (stereo unspecified),27,36,-5,·,-4,-34,-3,13,0,-18,-31
COc1ccc(CCNC(=O)Cc2ccc(Cl)cc2)cc1OC,2,-1,12,-11,-7,-7,14,11,7,-5,-34
Nc1nonc1C(=O)N/N=C/c1ccc(Br)o1,6,9,-2,-34,-1,-5,1,-8,9,3,8
COc1ccccc1N1CCN(c2ccc(-c3ccccc3)nn2)CC1,-53,-110,-26,66*,14,-71,87*,71*,-48,70*,-10
CC(=O)Nc1cccc(NC(=O)Nc2cccc(Cl)c2C)c1,-22,-7,10,-24,-21,4,-5,3,11,18,5
Cc1ccc(OCc2cc(C(=O)N3CCC(Oc4cccnc4)CC3)no2)cc1C,2,-18,-10,0,27,-7,12,-5,-4,8,2
CCOC(=O)C(C)Oc1cccc2c(=O)n(CC(=O)NCc3ccco3)ccc12 (stereo unspecified),·,29,-11,-1,18,-14,11,1,-16,-8,·
O=C(COc1ccc(S(=O)(=O)N2CCCCC2)cc1)N1CCOCC1,-8,-10,0,-1,-2,-15,3,14,14,0,-3
Cc1ccc(S(=O)(=O)NCCC(=O)NCC(=O)Nc2c(C)cccc2C)cc1C,-14,17,-4,-13,-9,-5,-19,7,28,-9,10
CC(=O)Oc1cccc(N2C(=O)C3C4C=CC(C4)C3C2=O)c1 (stereo unspecified),-5,-21,-5,4,-25,2,11,3,8,0,-7
O=C(c1ccc(CS(=O)Cc2ccccc2Cl)o1)N1CCN(c2ccccn2)CC1 (stereo unspecified),5,14,12,-13,5,-11,11,6,9,0,7
COc1ccccc1OCCCN1CCC(C(O)(c2ccccc2)c2ccccc2)CC1,10,-22,·,10,·,·,12,1,·,·,20
Cc1cc([N+](=O)[O-])ccc1N(C)C,13,12,3,5,9,-6,5,0,5,-4,-1
CCN(CC)S(=O)(=O)c1ccc2nnn(O)c2c1,6,8,17,5,11,18,-6,12,-5,-12,9
O=[N+]([O-])c1cccc(-c2nc3ccc([N+](=O)[O-])cc3[nH]2)c1,11,-10,-33,17,-85,-26,5,-39,3,-11,-9
Cc1c(Cl)cccc1NC(=O)CSc1nnnn1C,10,-2,13,5,14,5,8,-2,-2,3,-44
COc1ccc(F)cc1S(=O)(=O)NCCCn1ccnc1,17,-2,-7,1,-8,-6,-3,-13,-7,4,6
CCN(CCn1cccn1)Cc1cn[nH]c1-c1ccc(-c2ccccc2)cc1,-30,-60,-26,-38,-6,-27,-9,-21,9,-14,-23
O=C(Nc1nc2ccc(Br)cc2s1)c1ccco1,-21,-153,-105,-28,-7,-107,35,46,-9,-12,-77
S=C(NCc1ccc(Cl)cc1Cl)NC1CCCCC1,11,13,12,49,7,-7,-2,26,-3,15,-13
COc1ccc(CC(=O)NCC2CCCN(Cc3ccccc3OC)C2)cc1 (stereo unspecified),-4,6,1,4,-11,18,-6,-11,-5,-1,-10
O=C(NC1CCC(=O)N(CCSc2ccccc2)CC1)OCc1ccccc1 (stereo unspecified),14,-17,-41,-1,4,-26,1,-34,10,3,10
CCC(C)(C)NC(=O)CN(C(=O)CNS(=O)(=O)c1ccc(C)cc1)c1ccc2c(c1)OCCO2,-4,-3,-13,-5,-6,-7,3,-10,2,-13,4
CCC(C(=O)O)n1c(C(F)(F)F)nc2ccccc21 (stereo unspecified),-14,10,4,9,-14,-16,-1,-8,5,1,7
CCC1CCC2(CC1)NC(=O)N(CC(=O)NCc1ccccc1Cl)C2=O (stereo unspecified),3,8,-4,8,-11,-2,-7,-6,14,3,-19
NS(=O)(=O)c1ccc(CCNC(=O)c2ccc(-c3ccccc3)cc2)cc1,-9,-3,-6,19,-7,-13,-12,-4,4,-15,14
COc1cc(N)ccc1Nc1c2ccccc2nc2ccccc12,·,24,-37,-8,-23,8,19,-29,-21,·,·
CN(C)C(=O)CSc1nnc(Cc2ccc([N+](=O)[O-])cc2)o1,15,-31,7,-2,-7,-7,2,9,21,-1,24
Cc1ccc2c(c1)C1CN(C)CCC1N2C(=O)COc1ccccc1F (stereo unspecified),6,11,16,10,5,-4,-24,-24,-8,2,-1
NC(=O)c1ccc(-n2nnnc2SCC(=O)Nc2ccc(N3CCOCC3)c(Cl)c2)cc1,8,10,5,-30,7,-15,-4,-27,-8,-1,12
CC1Sc2ccc(C(=O)OCc3ccccc3Cl)cc2NC1=O (stereo unspecified),-31,-73,-73,10,3,-111,-7,-23,-3,-64,-79
Cc1ccccc1OCC(O)CN(CCO)Cc1ccccc1 (stereo unspecified),4,4,11,10,-16,5,-19,-7,-1,-6,-7
Cc1ccc(C)c(NC(=O)COC(=O)c2ccc3c(c2)OCCO3)c1,-9,-15,-10,21,13,9,-1,23,4,-6,-19
CN(C)/C=N/c1c(C#N)cnn1-c1ccc(C(F)(F)F)cn1,6,-13,4,-10,5,-4,24,0,-5,6,7
Nn1c(-c2cccc(Br)c2)n[nH]c1=S,-10,-10,5,9,10,-19,-6,-4,-14,3,1
CCOC(=O)C(N)CSC1CC(=O)N(c2ccc(C(=O)OC)cc2)C1=O (stereo unspecified),-4,-6,-7,0,5,-8,-2,3,-6,7,9
CCCc1cc(=O)oc2c(C)c(OCC(=O)NC3CCN(Cc4ccccc4)CC3)ccc12,3,26,-4,4,-3,10,18,-30,11,-3,-7
CCOCc1cn(CC(=O)c2ccc(Cl)cc2)c(C)nc1=N,0,-4,6,-36,4,-5,-12,0,-4,-3,10
CN(C)C(CNC(=O)c1cccc(S(=O)(=O)N2CCN(c3ccc(F)cc3)CC2)c1)c1ccccc1 (stereo unspecified),30,4,6,11,11,3,3,16,-18,-11,17
CCn1ccnc1CNC(=O)c1ccc2oc(CCCc3ccccc3)nc2c1,-17,-7,-3,-46,6,-1,-6,9,-5,-3,-28
COc1ccc(CC(=O)N/N=C(\C)c2cccs2)cc1,26,8,-6,8,-5,7,-25,-1,6,-4,-24
Cc1cc(C)c(C(=O)OCCNC(=O)c2cccnc2)cc1C,-1,-1,-18,7,22,8,5,14,-35,0,11
CCC(=O)Nc1sccc1C(=O)OC,·,-2,6,-5,2,-2,8,-11,-9,3,·
